Source: PubChem (several laboratories)
Rtt109 Vps75 = blocks Candida albicans Rtt109/Vps75 acetyltransferase activity; Q5AAJ8; purified Rtt109/Vps75, ThioGlo CoA-SH fluorescence, 4 h; inhibition, % at 34.9 µM; hit rate 0.16% among 330,000;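 active = inhibition of at least 50% in every replicate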
Target sequence (Q5AAJ8 whole entry, looked up): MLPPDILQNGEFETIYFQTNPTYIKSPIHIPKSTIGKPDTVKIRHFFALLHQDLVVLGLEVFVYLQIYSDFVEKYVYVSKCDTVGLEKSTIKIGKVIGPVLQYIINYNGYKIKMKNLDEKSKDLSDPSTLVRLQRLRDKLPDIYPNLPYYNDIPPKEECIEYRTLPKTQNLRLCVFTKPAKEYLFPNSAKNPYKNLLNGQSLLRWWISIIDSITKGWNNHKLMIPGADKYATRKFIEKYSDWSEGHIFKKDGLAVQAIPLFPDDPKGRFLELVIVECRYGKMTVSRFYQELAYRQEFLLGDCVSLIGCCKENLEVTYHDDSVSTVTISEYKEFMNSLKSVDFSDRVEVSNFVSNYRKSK
DAGLB inhibitor = blocks human DAGLB lipase activity | inhibition, % at 5.17 µM | hit rate 0.059% among 340,000 | HEK293T DAGLB membrane lysate, EnzChek fluorogenic substrate | Q8NCG7 | AID 504411; in the data active = inhibition above about 34%;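 also: 0% = enzyme with vehicle and 100% = wells lacking enzyme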
PKA-R2B activ = PKA-R2B complex activation. P22694+P31323. PKA-R2B holoenzyme dissociation, Cy5-IP20 fluorescence polarization; R2B truncated from residue 108, S112A mutant; 0% DMSO only, 100% 113 µM cGMP. activation, % at 11.4 µM. hit rate 0.079% among 340,000;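 active = activation above a cutoff set at the mean over all compounds plus 3 SD, cut at about 18% in these data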;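 also: higher means more holoenzyme dissociation and a rise in polarization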
RTF Ca sens inh = cardiac RTF calcium desensitization. P19429+P45379. IANBD-labeled cardiac RTF, Ca2+ fluorescence. inhibition, % at 7.15 µM. hit rate 0.12% among 340,000;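 active = inhibition above the mean inhibition of all tested compounds plus 3 SD, cut at about 17% in these data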;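 also: assay run at fixed EC70 calcium of 1.6 mM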
Keap1 Nrf2 FP = Keap1-Nrf2 (human) interaction inhibition; inhibition, % at 9.4 µM; AID 504523; hit rate 0.15% among 340,000; Keap1 Kelch-Nrf2 peptide fluorescence polarization, 1536-well; Q14145; in the data active = inhibition above about 12%;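 also: human Keap1 Kelch domain with fluorescein labeled Nrf2 9mer peptide probe; 0% = neutral control wells and 100% = peptide positive control; higher means more block of Keap1 binding to Nrf2 peptide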
Target sequence (Q14145 whole entry, looked up, the tested form may be a part): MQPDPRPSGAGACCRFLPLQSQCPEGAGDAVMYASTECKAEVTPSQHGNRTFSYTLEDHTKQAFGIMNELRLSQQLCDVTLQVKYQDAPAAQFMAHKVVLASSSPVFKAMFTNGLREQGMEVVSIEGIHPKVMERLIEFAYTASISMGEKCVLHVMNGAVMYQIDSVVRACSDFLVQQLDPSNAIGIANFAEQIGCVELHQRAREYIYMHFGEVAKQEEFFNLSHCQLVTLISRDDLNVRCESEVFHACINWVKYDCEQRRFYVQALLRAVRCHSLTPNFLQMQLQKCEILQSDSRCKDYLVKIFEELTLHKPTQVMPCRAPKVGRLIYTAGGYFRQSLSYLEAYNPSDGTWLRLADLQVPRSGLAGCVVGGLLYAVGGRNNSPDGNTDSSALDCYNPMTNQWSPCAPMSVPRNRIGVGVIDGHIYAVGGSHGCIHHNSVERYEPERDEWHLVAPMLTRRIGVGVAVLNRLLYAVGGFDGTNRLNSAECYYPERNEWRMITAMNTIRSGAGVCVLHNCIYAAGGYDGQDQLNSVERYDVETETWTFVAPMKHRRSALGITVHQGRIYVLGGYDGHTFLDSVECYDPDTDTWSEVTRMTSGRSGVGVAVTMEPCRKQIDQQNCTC
CAL PDZ FP-1 = inhibitors of human CAL PDZ peptide binding. Q9HD26. purified CAL PDZ, TMR-peptide fluorescence polarization, 1 h. AID 602252. hit rate 0.92% among 300,000. inhibition, % at 24.9 µM;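 active = mean inhibition of at least 30% with at least half of replicates also reaching 30%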;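 also: 0% = DMSO neutral control and 100% = excess unlabeled competitor peptide PRC23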
SR-BI uptake up = activators of SR-BI mediated HDL lipid uptake | CHO ldlA[mSR-BI] cells, DiI-HDL uptake fluorescence, 3 h; 100 = double the neutral-control signal | activation, % at 12.5 µM | hit rate 0.096% among 320,000;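 active = mean replicate activation of at least 60% and every replicate at or above 60%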;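 also: 0% = median plate neutral-control signal and 100% = twice that signal; values of inactives mirror those of a sister screen read the other way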
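Test system: SR-BI-overexpressing, LDLR-lacking CHO cells; Also added: labelled HDL, 10 µg/mL; Measured by: bottom-read cell fluorescence after medium removal, ex 550/em 595 nm; Timing: 3 h uptake period with compound, 37 °C; Buffer or medium: F12, 0.5% BSA, 25 mM HEPES; Doses: single compound concentration, delivered by pin transfer.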
cardiac RTF act = cardiac RTF calcium sensitization | P19429+P45379 | IANBD-labeled TnC RTF fluorescence at EC20 calcium; 0% EC20 calcium, 100% full calcium | activation, % at 7.2 µM | hit rate 0.24% among 340,000;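 active = activation above the mean over all tested compounds plus 3 SD, cut at about 30% in these data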;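 also: rise in fluorescence read as greater calcium sensitivity of cardiac thin filaments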
C-LANA FP = KSHV C-LANA DNA binding inhibition. inhibition, % at 9 µM. hit rate 0.078% among 340,000. MBP-C-LANA/FAM-LBS DNA binding, fluorescence polarization;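 active = highest replicate inhibition at or above 60% at 9 µM, even if other replicates fall short; inactive = all replicates below 60% inhibition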;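 also: 0% = neutral control wells and 100% = 4 µM acridine orange control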
CAL PDZ FP-2 = blocks peptide binding to human CAL PDZ domain | purified CAL PDZ, TMR-peptide fluorescence polarization, 1 h | inhibition, % at 20 µM | hit rate 0.02% among 330,000 | AID 504414;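 active = highest replicate inhibition of at least 40%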;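 also: plate controls were DMSO neutral control wells for no effect and unlabeled competitor peptide control wells for full effect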
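Read-out basis: mP drop reported as inhibition | Assay system: Tagged CAL PDZ protein CerCALP, purified | Benchmarks: Unlabelled peptide for full inhibition, DMSO wells as neutral | Schedule: 1 h incubation at room temperature before polarization reading | Buffer or medium: Sodium phosphate/NaCl buffer pH 7.4 with TCEP, IgG, Thesit | Doses: Single point, 20 µM | Measured by: Fluorescence polarization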
Starred values were filed as active, the others as inactive; nt = no result given. Rows were taken by chance; overall some 1.6% were active at least once.

A first look:
SMILES	Rtt109 Vps75	DAGLB inhibitor	PKA-R2B activ	RTF Ca sens inh	Keap1 Nrf2 FP	CAL PDZ FP-1	SR-BI uptake up	cardiac RTF act	C-LANA FP	CAL PDZ FP-2
O=C(NC1CC1)C1CCCN(C(=O)Nc2ccc(F)cc2)C1 (stereo unspecified)	2.3	0.6	-12.0	-9.4	-1.3	-0.5	34.0	0.4	0.5	0.1
COc1ccc(S(=O)(=O)Nc2ccc3c(c2)C(=O)N([C@H](C)CO)C[C@H](C)[C@@H](CN(C)S(=O)(=O)c2ccccc2)O3)cc1	2.7	-1.8	-7.1	2.2	-0.9	-3.3	-23.0	4.7	6.1	-1.1

The list itself, previewed entries included:
SMILES	Rtt109 Vps75	DAGLB inhibitor	PKA-R2B activ	RTF Ca sens inh	Keap1 Nrf2 FP	CAL PDZ FP-1	SR-BI uptake up	cardiac RTF act	C-LANA FP	CAL PDZ FP-2
O=C(NC1CC1)C1CCCN(C(=O)Nc2ccc(F)cc2)C1 (stereo unspecified)	2.3	0.6	-12.0	-9.4	-1.3	-0.5	34.0	0.4	0.5	0.1
COc1ccc(S(=O)(=O)Nc2ccc3c(c2)C(=O)N([C@H](C)CO)C[C@H](C)[C@@H](CN(C)S(=O)(=O)c2ccccc2)O3)cc1	2.7	-1.8	-7.1	2.2	-0.9	-3.3	-23.0	4.7	6.1	-1.1
N#CC(C#N)=C(Nc1ccc(F)cc1)SCc1cccc(F)c1	30.0	9.5	0.0	-5.1	0.6	-1.6	-1.7	4.4	-2.1	-2.6
NC(=O)c1ccsc1NC(=O)c1ccc(S(=O)(=O)N2CCCc3ccccc32)cc1	-12.1	-5.2	-0.1	-5.6	0.5	nt	-4.2	1.6	1.5	-2.1
Cc1cc(-c2ccccc2)nc(N/N=C/c2ccc(N(C)C)cc2)n1	14.5	-2.1	-18.2	-6.7	-1.6	-3.5	-40.3	3.3	-0.1	-0.2
CC(C)c1ccc(NC(=S)Nc2cccc3ccccc23)cc1	-5.5	-1.8	-7.1	0.3	0.5	-1.7	-11.5	-4.5	0.4	-3.5
Cc1c(CC(=O)NCC(=O)NCC(=O)O)c(=O)oc2cc3c(cc12)CCC(C)(C)O3	-2.3	-1.6	-9.0	-3.8	-4.6	0.6	-0.6	4.0	0.8	1.7
CCOc1cccc(OCCNC2CCCC2)c1	19.3	-3.2	-6.7	-1.4	-3.3	0.4	-3.5	1.0	-1.3	-0.2
CCOc1ccc(N2C(=O)CC(SCC(=O)O)C2=O)cc1 (stereo unspecified)	0.8	2.0	6.2	6.7	0.7	1.5	nt	-7.3	0.6	-0.3
C[N+]1(C)CC2([N+](=O)[O-])CC=C(Oc3ccccc3)C([N+](=O)[O-])(C2)C1 (stereo unspecified)	-2.4	-1.1	1.3	-0.6	-2.4	-0.1	-11.5	1.4	0.7	0.3
CCC(=O)Nc1ccc(NC(=O)c2ccccn2)cn1	1.5	-2.6	-6.4	-1.4	1.3	-2.0	23.8	-2.7	-0.3	-1.5
c1ccc(-c2noc(-c3ccc4ccccc4c3)n2)cc1	1.4	-19.5	4.7	-6.9	0.0	2.1	8.3	-3.5	0.5	-2.3
CCOc1cccc(/C=N/NC(=S)Nc2cc(S(=O)(=O)N3CCOCC3)ccc2N2CCOCC2)c1O	-1.6	12.7	-13.3	5.3	0.2	-3.1	-93.5	-2.4	-1.7	-0.3
O=S(=O)(NCC1CCN(c2ccc(S(=O)(=O)N3CCOCC3)cc2)CC1)c1ccccc1	-13.0	0.8	-2.4	7.9	-3.0	-4.4	13.8	-5.9	-0.7	-2.7
O=C(COC(=O)c1ccc(O)cc1)Nc1ccc(N2CCCCC2)cc1	4.9	3.1	-3.9	-0.8	-1.5	1.5	7.1	-3.5	0.1	-0.4
CCN=C(N/N=C/c1ccc([N+](=O)[O-])cc1)SC	-0.8	-1.1	3.0	6.8	-4.3	-5.4	17.1	0.7	0.4	-1.8
COc1ccc(Cl)cc1NC(=O)COC(=O)CCNS(=O)(=O)c1cccs1	1.7	1.1	5.9	-8.3	-3.8	-3.2	21.3	6.9	2.1	-2.4
Cc1sc2ncnc(N3CCN(c4ncccn4)CC3)c2c1C	12.5	-4.2	0.2	-3.2	1.4	-3.1	-41.9	-1.3	3.8	-1.9
Cc1cc2cc(C#N)c(NCCNC(=S)NCCCN3CCOCC3)nc2cc1C	0.4	4.2	-2.6	-38.9	-8.9	-3.0	-11.2	0.0	-2.7	-4.6
NS(=O)(=O)c1cccc(NC(=O)COC(=O)COc2ccc3ccccc3c2)c1	-4.4	-2.4	1.5	-2.4	-0.1	-0.7	1.7	2.1	1.5	-2.6
Cc1[nH]c2ccccc2c1/C=N/Nc1nc2ccccc2[nH]1	49.1	nt	nt	nt	2.0	nt	-17.4	nt	-0.2	0.1
CCCCCOC(=O)CSc1nc2c(c(=O)[nH]c(=O)n2C)n1Cc1ccc(Cl)cc1	-0.6	1.9	9.8	-3.2	3.5	nt	-3.3	-1.5	-0.3	0.3
N#Cc1nc(COc2ccccc2Cl)oc1NCc1ccc(F)cc1	6.3	-2.8	1.6	-3.1	1.9	-0.7	4.3	-3.9	3.7	-0.5
CCN=C1SC(CC(=O)Nc2sc3c(c2C#N)CCCC3)C(=O)N1CC (stereo unspecified)	-0.1	-8.1	3.1	-1.1	-1.2	-1.8	-73.7	-7.7	-1.0	nt
CC(Nc1cc(N2CCN(S(=O)(=O)N(C)C)CC2)ccc1[N+](=O)[O-])c1ccccc1 (stereo unspecified)	-3.0	-0.3	-5.0	-7.7	-0.8	-5.1	-30.3	-1.7	0.1	-0.4
SMILES	Rtt109 Vps75	DAGLB inhibitor	PKA-R2B activ	RTF Ca sens inh	Keap1 Nrf2 FP	CAL PDZ FP-1	SR-BI uptake up	cardiac RTF act	C-LANA FP	CAL PDZ FP-2
O=C(/C=C/c1cccc(Cl)c1)c1ccc([N+](=O)[O-])o1	-1.7	5.9	2.7	-3.4	-1.7	-2.1	-30.2	-9.3	1.6	1.7
O=[N+]([O-])c1cc([N+](=O)[O-])c(N2CCOCC2)cc1NCc1ccccc1	1.6	0.0	-12.6	-13.7	-6.4	-1.6	-42.8	-4.0	0.9	-0.3
CC1CC(C)CN(S(=O)(=O)c2ccc3c(c2)CC(C)N3C(=O)C2CC2)C1 (stereo unspecified)	19.3	-5.5	-5.9	-9.7	-5.9	0.4	-1.2	2.5	0.2	-1.2
Cc1sc(NC(=O)CSc2nnc(-c3ccc(F)cc3)o2)c(C#N)c1C	11.5	1.4	-5.8	2.1	-0.6	-21.4	0.9	7.7	-0.3	-0.1
O=C(Nc1ccccc1C(=O)Nc1ccccc1C(=O)O)c1ccccc1	0.7	7.4	0.5	-1.8	-5.3	-5.9	-7.9	-7.2	4.0	-3.3
COc1ccc(-c2cnnn2-c2ccc(NC(=O)c3ccco3)cc2)cc1OC	-1.8	-0.4	-4.5	-5.3	-2.9	nt	-12.2	3.9	-0.5	-0.5
O=C(Cn1cnc2c(nnn2-c2cccc(Cl)c2)c1=O)N1CCOCC1	-1.2	-0.5	-4.6	-4.3	-0.6	1.4	12.2	2.0	-1.7	-0.2
Cc1n[nH]c(=O)nc1NC1CCCCC1	-9.5	0.8	-4.6	-1.6	-1.5	-1.9	21.6	4.7	1.5	-0.6
CC1(C)C(=O)Nc2ccccc2N1C(=O)CSc1ncccn1	9.1	0.5	4.0	-0.8	3.9	nt	2.7	2.6	0.0	0.9
COc1ccc([N+](=O)[O-])cc1NS(=O)(=O)c1cccc(C(=O)OC2CCOC2=O)c1 (stereo unspecified)	-1.2	-1.8	-10.0	5.4	1.6	-2.6	11.0	0.3	0.1	-2.0
CC(=O)c1cccc(NC(=O)CCC2CCCC2)c1	12.0	-4.9	4.5	3.5	-3.6	-2.0	14.2	-14.1	-0.5	-2.2
CC/C(=N\Nc1ccnc2cc(Cl)ccc12)c1ccc(O)cc1	-11.2	-1.5	-4.5	-3.1	-1.5	-5.4	-20.4	-0.2	-0.7	-2.2
O=C(Nc1nnc(C2=COCCO2)o1)c1ccc(S(=O)(=O)N2CCCC2)cc1	-2.1	0.1	-1.9	-3.0	2.5	1.0	26.2	0.1	-0.3	-1.1
COc1ccc(C(=O)ON=C2C=C(C)C(=O)C(C)=C2)cc1	-0.9	2.0	5.7	-5.7	-2.1	-3.0	15.6	-1.3	1.2	-3.6
Cc1ccc2[nH]c(C)c(CCNC(=O)NC3CCCCC3)c2c1	3.3	1.2	-5.7	-3.8	-6.0	15.4	-4.5	5.2	-0.1	-5.2
Cc1nc(SCc2ccccc2C)n[nH]1	-1.5	1.1	-5.3	-14.6	-2.4	7.0	-19.9	0.0	1.0	-1.5
CCNC(=O)COC(=O)c1[nH]c(C)c(C(=O)OC)c1C	-8.5	-1.9	-4.9	8.5	3.4	-2.2	18.0	0.6	-2.2	-0.4
COCc1c(CCl)cnc(C)c1O	-11.4	1.1	3.9	-8.6	0.3	-0.6	10.3	5.7	-0.6	-3.4
CCCOc1cccc(-c2nn(-c3ccccc3)cc2/C=C(\C#N)C(=O)NCCCn2ccnc2)c1	-4.6	-2.8	-7.0	1.9	5.5	-3.9	-3.9	-4.5	-2.6	-3.1
CC(=O)Nc1ccc(Nc2cc(C)nc3c(-c4ccccc4)cnn23)cc1	7.4	2.2	-10.0	-12.4	3.8	-4.3	-40.8	-5.2	1.7	0.3
Cc1ccccc1NC(=S)NC(=O)COc1ccccc1C	-5.3	-16.5	-4.8	5.3	0.3	-2.4	-10.5	-1.4	-0.9	-1.9
CNc1oc(-c2ccco2)nc1C#N	-13.0	-1.3	-2.9	-0.5	1.8	-3.4	25.6	-5.5	-0.3	-0.6
COc1ccc(OCC(=O)Nc2nonc2NC(=O)COc2ccc(OC)cc2)cc1	-12.3	-3.5	5.3	-10.4	-0.3	4.3	19.6	2.8	1.3	-0.1
Cc1ccc(-n2ncc3c2CCCC3NC(=O)c2csnn2)cc1C (stereo unspecified)	-4.0	-1.3	0.0	1.4	-8.4	-1.7	0.3	5.8	0.0	-3.2
C[N+]1(CCOc2ccc([N+](=O)[O-])cc2)CCOCC1	-9.3	2.0	-5.8	3.7	-9.1	-1.5	-7.3	3.3	2.0	-1.1
CC1=NN(c2ccccc2)C(=O)C1C(=O)C(=O)Nc1ccc(F)cc1 (stereo unspecified)	-3.6	1.4	-2.4	0.6	-5.1	-0.4	-3.2	-2.3	-0.3	-1.0
O=C(CCN1CCN(c2ccccc2)CC1)N/N=C/c1ccccc1OC(F)F	-6.5	0.7	10.0	-2.1	0.1	-1.6	-27.3	-0.2	1.0	-0.2
O=C(NCc1ccccc1)C(=O)NCC(c1ccco1)N1CCOCC1 (stereo unspecified)	1.4	-1.7	-0.1	-9.2	-1.0	-4.2	-1.5	10.7	1.3	-0.3
COc1ccc(CC(=O)NC(C)C2COc3ccccc3O2)cc1OC (stereo unspecified)	9.1	0.1	-8.0	3.3	0.4	-4.6	2.3	3.2	0.6	-3.3
